High-throughput results from PubChem BioAssay.
H9c2 TAG inh: inhibitors of triacylglycerol accumulation; H9c2 cells, Nile Red lipid (TAG) fluorescence; cells loaded with 200 µM oleic acid; actives 0.66% (n = 230,000); AID 651582; inhibition, % at 12.5 µM;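 active = pattern-corrected inhibition of lipid staining of at least 50% with the nuclear-stain viability signal not falling by more than 50%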;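 note: 0% = DMSO wells and 100% = triacsin C control wells; some results filed as inactive read as strong as hits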
H9c2 TAG inh DAPI viability: second read-out of H9c2 TAG inh, no call of its own (marks repeat the call); DAPI nuclei signal change (viability), lower = more cytotoxic, %;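 whole-well DAPI fluorescence read on a plate reader as a viability signal; minus 50 percent equals half of cells still viable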
An asterisk follows results filed as active. Only part of the results is shown, so the mix of outcomes need not match the whole.

SMILES | H9c2 TAG inh | H9c2 TAG inh DAPI viability
CCOc1ccc(C2C(C#N)=C(N)Oc3cc(C)oc(=O)c32)cc1 (stereo not drawn) | 6 | 2
C/C(CC(=O)Nc1ccccc1)=N\NC(=O)COc1ccc(C)cc1Br | -11 | -4
COC(=O)c1c(C)[nH]c(C(=O)/C=C/c2ccccc2F)c1C | -20 | -1
COc1ccc(Nc2nc(N)nc(CN(C)C3CCCCC3)n2)cc1 | 16 | 8
CCn1nc(C)c(CNC(=O)c2cc(COc3ccc(F)cc3Cl)on2)c1C | -10 | -6
CC(=O)NCc1nc2ccccc2n1C(C)C | -13 | -1
FC(F)Sc1ccc(NC(=S)NC2CCCC2)cc1 | -2 | 19
Cc1ccc(/C=C/S(=O)(=O)NCCC(=O)NCc2ccc(F)cc2)cc1 | -13 | 0
Cc1cccn2cc(-c3ccc(S(=O)(=O)N4CCCCC4)cc3)nc12 | -10 | 91
CN1CCN(S(=O)(=O)c2ccc(Sc3nnnn3-c3ccccc3)c([N+](=O)[O-])c2)CC1 | 67 | -52
Cc1nc(N(C)C)ncc1C(=O)O | 0 | -3
CC(C)C(=O)N1CCN(c2ccc(NC(=O)c3cccs3)cc2Cl)CC1 | -7 | 19
Cc1ccc(S(=O)(=O)N2CCN(S(=O)(=O)c3ccccc3Br)C2=O)cc1 | -15 | -12
O=C(O)c1ccc2c(c1)OCCO2 | -7 | 6
COc1cc(-c2[nH]ncc2CN(C)Cc2cc(C)[nH]n2)cc(OC)c1OC | 1 | 4
CC(C)CN1CCN(CC#Cc2ccccc2)CC1CCO (stereo not drawn) | -8 | 3
COc1ccc(Nc2cc(C)nc(NCc3ccccc3)n2)cc1 | 2 | -3
O=C(COC(=O)COc1ccc(Cl)cc1)Nc1ncc(Br)s1 | -6 | 3
c1cnc2ncc3sccc3c2c1 | 1 | 5
Cc1ccc(S(=O)(=O)N2CCN(C(=O)Cn3nc(C)c([N+](=O)[O-])c3C)CC2)c(C)c1 | 5 | 3
O=C(CCc1ccccc1)Nc1ccccc1F | 1 | -1
Cc1ccccc1Nc1nnc(SCC(=O)c2cc3ccccc3o2)s1 | 10 | -9
CN(Cc1ccccc1)Cc1c[nH]c2ccccc12 | -18 | 18
COc1cccc(NC(=O)Nc2cc(NC(=O)Nc3cccc(OC)c3)c(C)nc2C)c1 | -2 | -13
COc1cccc(C(=O)NCCS(=O)(=O)NCc2cccs2)c1 | 3 | 1

Further records follow:
SMILES | H9c2 TAG inh | H9c2 TAG inh DAPI viability
CC(OC(=O)c1ccc2c(c1)OCCO2)C(=O)c1ccccc1 (stereo not drawn) | 1 | -4
Cc1nc(CN(C)C(=O)CC2C(=O)NCCN2Cc2ccc(F)cc2)cs1 (stereo not drawn) | -3 | 15
COc1ccc(OC)c(/C=N/c2oc(-c3ccco3)c(-c3ccco3)c2C#N)c1 | 9 | 2
CC(C)c1ccc(NC(=S)Nc2cccc3ccccc23)cc1 | 12 | -1
O=C(COC(=O)c1cc(S(=O)(=O)N2CCOCC2)c(Cl)cc1Cl)c1ccc[nH]1 | 6 | 1
Cc1ccc(C)c(NC(=O)c2ccccc2NC(=O)C2CCCO2)c1 (stereo not drawn) | -1 | 9
COc1ccc(CCC(=O)OCC(=O)c2ccc[nH]2)cc1OC | -1 | -10
Cc1ccc(NC(=O)c2ccc(Cl)c(S(=O)(=O)N3CCCCCC3)c2)nc1 | -18 | 4
O=C(CCNC(=O)c1ccccc1)NN=Cc1ccc(Br)o1 | -6 | 2
CC(=O)Nc1cnc(-c2ccc3c(c2)OCO3)cn1 | -7 | 2
NC(Cc1ccc(C(F)(F)F)cc1)c1csc(Nc2ccc(S(N)(=O)=O)cc2)n1 (stereo not drawn) | -3 | 14
O=C(CN1C(=O)NC2(CCCCC2)C1=O)N1CCN(S(=O)(=O)c2ccc(Cl)s2)CC1 | 4 | 0
CCC1CCCCN1CCCNC(=O)CCC(=O)N1CCOc2ccccc21 (stereo not drawn) | 1 | 2
CC(C)(C)c1ccc(-c2nnc(N)o2)cc1 | 14 | -3
CCCn1c(=S)[nH]c2cc(C(=O)NCc3ccccc3OC)ccc2c1=O | -15 | 11
CC(C)[C@H](NC(=O)Nc1cccc(C(F)(F)F)c1)C(=O)O | 3 | 16
Cc1ccc(NC(=O)c2cnc3ccccc3n2)cc1C | -7 | 3
O=C(Nc1ccc(F)cc1)c1sc2cc(C(F)(F)F)cnc2c1-c1cccs1 | 28 | -6
CCc1cc2c(cc3c(=O)n(CC(=O)NCCCN4CC(C)CC(C)C4)ncn32)s1 (stereo not drawn) | -10 | 8
Cc1cccc(OCC(=O)N(Cc2ccco2)C2CCS(=O)(=O)C2)c1 (stereo not drawn) | 5 | 2
CCCNC(=O)NC(=O)CSc1ccc2c(c1)OCCO2 | -11 | -3
CN(CC(=O)O)Cc1oc(CO)cc(=O)c1O | -11 | 3
CCC(C)c1ccc(C(C)NC(=S)NC2CCCCC2)cc1 (stereo not drawn) | -20 | 11
Cc1cc(C)cc(-n2c(C)nc3cc(C(=O)O)ccc32)c1 | 5 | 3
Cc1cc(NC(=O)CCCn2nc(C)c([N+](=O)[O-])c2C)no1 | 0 | 3

Random excerpt: 2 records from the list.
SMILES | H9c2 TAG inh | H9c2 TAG inh DAPI viability
CC(C)(C)c1ccc(-c2nnc(N)o2)cc1 | 14 | -3
Cc1ccc(NC(=O)c2ccc(Cl)c(S(=O)(=O)N3CCCCCC3)c2)nc1 | -18 | 4

A different layout for part of the listing above:
Below each SMILES – H9c2 TAG inh | H9c2 TAG inh DAPI viability
COc1cccc(C(=O)NCCS(=O)(=O)NCc2cccs2)c1
    3 | 1
CC(OC(=O)c1ccc2c(c1)OCCO2)C(=O)c1ccccc1 (stereo not drawn)
    1 | -4
Cc1nc(CN(C)C(=O)CC2C(=O)NCCN2Cc2ccc(F)cc2)cs1 (stereo not drawn)
    -3 | 15
COc1ccc(OC)c(/C=N/c2oc(-c3ccco3)c(-c3ccco3)c2C#N)c1
    9 | 2
CC(C)c1ccc(NC(=S)Nc2cccc3ccccc23)cc1
    12 | -1
O=C(COC(=O)c1cc(S(=O)(=O)N2CCOCC2)c(Cl)cc1Cl)c1ccc[nH]1
    6 | 1
Cc1ccc(C)c(NC(=O)c2ccccc2NC(=O)C2CCCO2)c1 (stereo not drawn)
    -1 | 9
COc1ccc(CCC(=O)OCC(=O)c2ccc[nH]2)cc1OC
    -1 | -10
Cc1ccc(NC(=O)c2ccc(Cl)c(S(=O)(=O)N3CCCCCC3)c2)nc1
    -18 | 4
O=C(CCNC(=O)c1ccccc1)NN=Cc1ccc(Br)o1
    -6 | 2
CC(=O)Nc1cnc(-c2ccc3c(c2)OCO3)cn1
    -7 | 2
NC(Cc1ccc(C(F)(F)F)cc1)c1csc(Nc2ccc(S(N)(=O)=O)cc2)n1 (stereo not drawn)
    -3 | 14
O=C(CN1C(=O)NC2(CCCCC2)C1=O)N1CCN(S(=O)(=O)c2ccc(Cl)s2)CC1
    4 | 0
CCC1CCCCN1CCCNC(=O)CCC(=O)N1CCOc2ccccc21 (stereo not drawn)
    1 | 2
CC(C)(C)c1ccc(-c2nnc(N)o2)cc1
    14 | -3
CCCn1c(=S)[nH]c2cc(C(=O)NCc3ccccc3OC)ccc2c1=O
    -15 | 11
CC(C)[C@H](NC(=O)Nc1cccc(C(F)(F)F)c1)C(=O)O
    3 | 16
Cc1ccc(NC(=O)c2cnc3ccccc3n2)cc1C
    -7 | 3
O=C(Nc1ccc(F)cc1)c1sc2cc(C(F)(F)F)cnc2c1-c1cccs1
    28 | -6
CCc1cc2c(cc3c(=O)n(CC(=O)NCCCN4CC(C)CC(C)C4)ncn32)s1 (stereo not drawn)
    -10 | 8
Cc1cccc(OCC(=O)N(Cc2ccco2)C2CCS(=O)(=O)C2)c1 (stereo not drawn)
    5 | 2
CCCNC(=O)NC(=O)CSc1ccc2c(c1)OCCO2
    -11 | -3
CN(CC(=O)O)Cc1oc(CO)cc(=O)c1O
    -11 | 3
CCC(C)c1ccc(C(C)NC(=S)NC2CCCCC2)cc1 (stereo not drawn)
    -20 | 11
Cc1cc(C)cc(-n2c(C)nc3cc(C(=O)O)ccc32)c1
    5 | 3
Cc1cc(NC(=O)CCCn2nc(C)c([N+](=O)[O-])c2C)no1
    0 | 3

(continued)
SMILES | H9c2 TAG inh | H9c2 TAG inh DAPI viability
CC1(C2CC2)NC(=O)NC1=O (stereo not drawn) | 2 | 0
Cc1ccccc1OCC(=O)N1N=C(C(F)(F)F)CC1(O)C(C)(C)C (stereo not drawn) | 4 | -9
CC(C)NC(=O)Nc1cccc2c1O[C@@H](CN(C)S(=O)(=O)c1ccc(F)cc1)[C@@H](C)CN([C@H](C)CO)C2=O | 11 | -8
COc1ccc([C@H]2N[C@]3(CCCN(Cc4ccccc4)C3=O)[C@H]3C(=O)N(Cc4ccccc4)C(=O)[C@@H]23)cc1 | -14 | 4
Cn1c(=O)c(=O)n(C)c2cc(S(=O)(=O)CCC(=O)N3CCCCC3)ccc21 | -1 | 4
Oc1cccc(C2c3[nH]c4ccccc4c3CCN2Cc2cnn(-c3ccccc3)c2)c1 (stereo not drawn) | 5 | 27
Cc1cccc(/C=N/NC(=O)C[n+]2ccccc2)c1 | -17 | 9
COC(=O)c1c(C)oc(C)c1S(=O)(=O)N1CCCCC1 | -4 | 0
O=C(CSc1nnc(CN2CCOCC2)n1-c1ccccc1)Nc1ccc(Cl)cc1 | 2 | -13
Cc1ccc(S(=O)(=O)N2CCCC(C(=O)O)C2)s1 (stereo not drawn) | -19 | 1
CC(O)CCc1nc2ccc(C(=O)O)cc2[nH]1 (stereo not drawn) | -10 | -2
CCc1c(O)nc(SCc2nc3ccccc3c(=O)[nH]2)[nH]c1=O | -21 | 7
O=C(CSc1ccc(-c2ccco2)nn1)N1CCCC1 | 11 | -9
COc1ccccc1N1CCN(C(c2ccc(Cl)cc2)c2nnnn2C(C)(C)C)CC1 (stereo not drawn) | 13 | 4
COc1cccc(C(=O)NCCOc2cc(C)cc(C)c2)c1 | 6 | 0
CC(=O)C1=C(O)C(=O)N(c2nccs2)C1c1ccccc1F (stereo not drawn) | 3 | -5
Cn1c2ccccc2c(=O)c2c(=O)n(C3CCCCC3)c(-c3ccco3)nc21 | 18 | -17
COCCN(Cc1cc2cc(C)ccc2n2nnnc12)C(=S)Nc1ccc(OC)cc1 | -10 | -4
COc1ccc(C)cc1NC(=O)c1ccc(NS(=O)(=O)c2cccc3cccnc23)cc1 | -8 | 0
COc1cc(C2C3C(=O)N(Cc4ccccc4)C(=O)C3ON2c2ccccc2)cc(OC)c1OC (stereo not drawn) | 15 | 5
Cc1cc(C)n(C2CCCCC2OC(=O)c2ccccc2F)n1 (stereo not drawn) | -8 | 11
C[N+]1(CC(O)COCC2COc3ccccc3O2)CCOCC1 (stereo not drawn) | 13 | -18
CC(=O)Nc1cccc(C(=O)Nc2cccnc2)c1 | 7 | 6
Cc1nnc(SCC(=O)c2ccc(Cl)cc2)n(N)c1=O | 9 | -5
CC1CC(C)CN(CC(O)COCCOc2ccc(Br)cc2)C1 (stereo not drawn) | -10 | 18

(listing goes on)
SMILES | H9c2 TAG inh | H9c2 TAG inh DAPI viability
N/C(=N\OC(=O)c1cccs1)c1cccc(Br)c1 | 5 | -2
CCOc1cc(CNCCCN2CCOCC2)ccc1OCC(=O)NC(C)(C)C | 11 | -1
CCOC(=O)C(NCc1ccc2c(c1)OCO2)(NC(=O)CC)C(F)(F)F (stereo not drawn) | 4 | 3
COc1ccc(C2C(C(=O)Nc3ccc(F)cc3)=C(C)Nc3nc(CCCO)nn32)cc1 (stereo not drawn) | 2 | 8
CCCCn1c(SCC(=O)c2ccc3c(c2)NC(=O)CO3)nc2cc(S(N)(=O)=O)ccc21 | -12 | 16
Clc1cccc(CNc2ccn3nc(-c4cccc(Cl)c4)cc3n2)c1 | 23 | 22
O=C(/C=C/c1ccc2c(c1)OCO2)NCCSCc1ccc(Cl)cc1 | -9 | -4
COC(=O)c1cc2occc2n1Cc1nc(-c2ccccc2F)oc1C | -3 | -3
CC(=O)Nc1cccc(NC(=O)Nc2cccc(F)c2)c1 | 18 | -3
CCOc1ccc2nc(NC(=S)N(C)C)sc2c1 | -20 | -27
COCOc1cccc(CN2CCC(C)(Oc3ccc(C(C)=O)cc3)C2)c1 (stereo not drawn) | 0 | 3
c1ccc2cc(Sc3ncnc4c3oc3ccccc34)ccc2c1 | -16 | 7
CC[C@H]1OC(=O)[C@H](C)[C@@H](O[C@H]2C[C@@](C)(OC)[C@@H](O)[C@H](C)O2)[C@H](C)[C@@H](O[C@@H]2O[C@H](C)C[C@H](N(C)C)[C@H]2O)[C@](C)(O)C[C@@H](C)C(=NOCOCCOC)[C@H](C)[C@@H](O)[C@]1(C)O | 16 | -16
CCOc1cc(NC(=S)NCC2CCCO2)c(OCC)cc1NC(=O)CC (stereo not drawn) | -2 | 8
COc1cccc(C2C(C#N)=C(N)OC(C(C)(C)C)=C2C#N)c1 (stereo not drawn) | 1 | 9
Cc1ccc(-n2c(=O)cc(N3CC(C)OC(C)C3)[nH]c2=O)cc1 (stereo not drawn) | 4 | -5
O=C(c1ccc(Cl)cc1)C(Cn1cncn1)C(Sc1ccccc1)c1ccccc1 (stereo not drawn) | 4 | -5
CC1CN(C2CCN(C(=O)COc3ccccc3)CC2)CC(C)O1 (stereo not drawn) | -2 | 5
CC(C)(C)NC(=O)COC(=O)CCC(=O)c1cccs1 | -1 | -5
Cc1c(C(=O)NNC(=O)c2ccncc2)oc2ccc(Br)cc12 | 5 | -2
O=S(=O)(NCCc1ccccc1)c1cnc(Cl)c(Br)c1 | -4 | 0
